# From PubChem BioAssay
# DRD3 antagonist: D3 dopamine receptor (human) antagonism; D3R cells, DiscoveRx beta-arrestin luminescence, antagonist mode; active compounds read low; max response, negative = inhibition, %; P35462; AID 652054; 2.5% of 360,000 active; in the data active means max response below about -50%; inconclusive means no clear call, values can overlap the other calls; further: on the % scale 0 is the no-effect control and ±100 the full control effect; mostly tested at two doses, the higher about 12 µM
# Target sequence (P35462 whole entry, looked up): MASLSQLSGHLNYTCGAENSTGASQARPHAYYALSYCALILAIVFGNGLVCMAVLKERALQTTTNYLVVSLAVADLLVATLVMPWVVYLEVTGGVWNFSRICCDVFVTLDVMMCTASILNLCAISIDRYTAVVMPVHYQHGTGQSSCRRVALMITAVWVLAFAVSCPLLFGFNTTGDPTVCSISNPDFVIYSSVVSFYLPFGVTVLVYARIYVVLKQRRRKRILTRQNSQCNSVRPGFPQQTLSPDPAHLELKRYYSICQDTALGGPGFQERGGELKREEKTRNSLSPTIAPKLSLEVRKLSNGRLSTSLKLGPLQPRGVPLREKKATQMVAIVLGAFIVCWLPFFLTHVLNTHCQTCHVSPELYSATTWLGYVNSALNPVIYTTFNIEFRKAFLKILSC
#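 Cells expressing the human receptor were seeded at 1500 cells/well, incubated overnight at 37 degrees C in 5% CO2, then exposed to library compounds with dopamine controls for 90 minutes at 37 degrees C before luminescent detection.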
# GLP-1R inv ag: acts as inverse agonist at human GLP-1 receptor; 1.6% of 410,000 active; AID 624417; HEK293 GLP-1R CRE-luciferase, luminescence, 24 h; GLP-1R form is constitutively active; Potency, µM (series often up to 38.3 µM), without a hit: at the highest dose activity change, negative = inhibition, actives largely listed as inhibitors; P43220; further: potency means the concentration at half of the fitted maximal effect; on the % scale 0 is the no-effect control and ±100 the full control effect; nearly all actives have a fitted effect of over 55% in size
#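 GLP-1R inverse agonism mode: basal reporter luminescence in engineered HEK293 cells measured after one day of compound exposure at 37 deg C, with a 12 min room-temperature detection step.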
# GLP1R ag: activates the human GLP-1 receptor. P43220. HEK293 GLP-1R CRE-luciferase, luminescence, 4-6 h; cells express a hypersensitive GLP-1R form. Potency, µM (highest dose often 45.6 µM), inactives show top-dose activation, usual class: activators. 0.007% of 380,000 active; further: potency means the concentration at half of the fitted maximal effect; % of control where 0% means no effect
# TDP-43 yeast inh: TDP-43 toxicity inhibition in yeast | TDP-43 expressing yeast growth rescue, BacTiter-Glo, 24 h | 1.8% of 410,000 active | AID 652104 | Potency, µM (highest dose often 46.1 µM), for the others: top-dose growth rescue (activation), hits mostly activators; further: potency means the concentration at half of the fitted maximal effect; % of control where 0% means no effect; nearly all actives have a fitted effect of over 50% in size
#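 Luminescence from BacTiter-Glo reports growth of TDP-43-expressing yeast after 24 hr at 30 deg C with compound. Cells were raffinose-pregrown to mid-log, then seeded in galactose medium at OD600=0.02.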
# D3 ag: D3 dopamine receptor (human) agonism; D3R DiscoveRx beta-arrestin cells, luminescence, 90 min; max activation, %; P35462; 0.58% of 410,000 active; in the data active means max activation above about 30%; further: 0% is about no effect; mostly tested at two doses, the higher about 12 µM
#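 Agonist-mode cell screen: cells plated at 1500/well and incubated overnight at 37 °C, then exposed to library compounds for 90 min at 37 °C. Detection reagent was added for 30–60 min at room temperature, and luminescence was read.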
# HEK293 tox: cytotoxic in the GLP-1 receptor inverse agonist counter-screen. HEK293 cAMP-luciferase reporter cells, luminescence, 24 h. Potency, µM (doses to about 38.3 µM), for the others: at the top dose activity change, negative = inhibition, actives largely listed as inhibitors. 0.13% of 410,000 active. AID 624418;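 further: loss of luciferase light is scored as toxicity; potency means the concentration at half of the fitted maximal effect; on the % scale 0 is the no-effect control and ±100 the full control effect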
#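 Cells in DMEM/10% Nu serum/1% pen-strep, 1536-well format. Pre-incubated 12 h, dosed with 23 nL compound, incubated a further 24 h. Luciferase detection, 12 min at room temp, luminescence.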
# PTHR1 ag: PTHR1 (human) receptor agonism | 0.075% of 410,000 active | Q03431 | Potency, µM (series often up to 115 µM), for inactives: top-dose activation, hits mostly activators | HEK293 GP2 PTHR1 cells, GloSensor cAMP luminescence, 1 h | AID 743266; further: potency means the concentration at half of the fitted maximal effect; nearly all actives have a fitted effect of over 55% in size; some results filed as inactive show a strong effect at the top dose; inactives centre near -15; many of its hits are not listed in these tables
# Target sequence (Q03431 whole entry, looked up): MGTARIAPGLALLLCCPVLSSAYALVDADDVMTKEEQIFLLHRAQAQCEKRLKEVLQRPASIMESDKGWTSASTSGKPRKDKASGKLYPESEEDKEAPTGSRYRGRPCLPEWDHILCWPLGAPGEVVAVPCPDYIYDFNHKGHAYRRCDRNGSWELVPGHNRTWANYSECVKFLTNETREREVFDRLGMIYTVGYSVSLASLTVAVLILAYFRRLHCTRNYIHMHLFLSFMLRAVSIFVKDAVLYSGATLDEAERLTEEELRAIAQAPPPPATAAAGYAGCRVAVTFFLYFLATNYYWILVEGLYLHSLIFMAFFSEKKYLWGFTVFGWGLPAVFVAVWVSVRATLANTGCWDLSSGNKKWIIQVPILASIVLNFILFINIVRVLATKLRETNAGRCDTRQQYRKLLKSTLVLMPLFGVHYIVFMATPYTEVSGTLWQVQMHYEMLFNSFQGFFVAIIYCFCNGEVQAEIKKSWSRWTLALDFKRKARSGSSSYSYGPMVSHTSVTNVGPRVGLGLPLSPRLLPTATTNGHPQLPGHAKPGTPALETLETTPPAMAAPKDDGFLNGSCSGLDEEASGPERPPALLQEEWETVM
#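 HEK-293-derived GP2 cells expressing PTHR1 and a GloSensor cAMP reporter, 3,000/well, plated overnight, given luciferin plus IBMX (each 0.5 mM as added) for 1 h at 37 °C, then compound for 1 h at 37 °C. Luminescence was read after 15 min at room temperature.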
# KB-V1 MDR tox: KB-V1 MDR subline cytotoxicity | AID 1347076 | KB-V1 MDR cells viability, CellTiter-Glo, 72 h | Potency, µM (series often up to 46.1 µM), inactives show at the top dose activity change, negative = cytotoxicity, hits mostly cytotoxic | 3.4% of 400,000 active; further: potency means the concentration at half of the fitted maximal effect; on the % scale 0 is the no-effect control and ±100 the full control effect; nearly all actives have a fitted effect of over 60% in size
#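 Cytotoxicity via CellTiter-Glo luminescence after 72 h compound exposure at 37 degrees C. Cells: drug-selected KB-V1 line, DMEM phenol-red free plus 10% FBS. Compounds tested at multiple concentrations; normalized data fitted to concentration-effect curves.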
# aSyn rescue: rescues yeast growth from alpha-synuclein toxicity | Yeast expressing alpha-synuclein, growth rescue, BacTiter-Glo, 24 h | Potency, µM (titrated, usually from 46.1 µM), inactives show at the top dose growth rescue (activation), usual class: activators | 0.14% of 370,000 active | AID 652106; further: potency means the concentration at half of the fitted maximal effect; % of control where 0% means no effect; nearly all actives have a fitted effect of over 65% in size
#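 Readout is rescue of growth in alpha-synuclein-expressing yeast, so inhibitors of toxicity appear as activators. Growth after 24 hr at 30 deg C in galactose medium is quantified by luminescence.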
# Starred values were filed as active, the others as inactive; i = inactive; u = inconclusive; x = not tested or not shown; [ ] = remark or other dose. Unless noted, the call rests on the fitted dose curve; in most records, active means well fitted curve in the direction sought with a large enough effect; inconclusive means small, poorly fitted or top-dose-only effect, or another doubt; inactive means no such curve, though single readings can be large; an effect the other way counts as inactive or inconclusive. The list is partial; the hit share may differ from the screen's.
(1) O=C1Nc2ccccc2C12OCCCCO2
(2) Cc1cc(N=Nc2ccc3ccccc3c2)ccc1O
(3) CCCCCC1CC(=O)N(Cc2ccc(Cl)cc2)C(=O)N1 (stereo not given)
(4) CCCc1nc2cc(C)c(Br)c(C)n2c1Cc1ccsc1
(5) CC1=CC(C)(C)N(C(=O)CSc2ncn[nH]2)c2ccccc21
(6) CC1CCCCC1NC(=O)CSc1nnc(-c2ccco2)n1N (stereo not given)

assay / compound,1,2,3,4,5,6
DRD3 antagonist,22,u,11,9,-10,-5
GLP-1R inv ag,-9%,u,-13%,u,9%,8%
GLP1R ag,-4%,-19%,-6%,5%,8%,-3%
TDP-43 yeast inh,14%,u,4%,13%,-16%,-1%
D3 ag,4,0,-1,3,15,5
HEK293 tox,-7%,-12%,13%,-6%,6%,4%
PTHR1 ag,-24%,-42%[inhibitor],-30%[57.5 µM],i,i,i
KB-V1 MDR tox,-1%,-6%,-13%,-24%,-1%,-3%
aSyn rescue,0%,-63%[inhibitor],3%,2%,0%,0%

(7) CC(C)NC(=O)Nc1ccc2c(c1)C(=O)N([C@H](C)CO)C[C@H](C)[C@@H](CN(C)Cc1ccc(C(F)(F)F)cc1)OCCCC[C@H](C)O2
(8) COc1cc2c(cc1NC(=O)C(C)N1CCN(S(=O)(=O)c3ccc(C)c(C)c3)CC1)oc1ccccc12 (stereo not given)
(9) COc1ccc(NC(=O)c2ccccn2)cc1S(=O)(=O)N1CCOCC1
(10) CC(C)(C)OC(=O)N1CCC(c2c(C(=O)Nc3ccc4c(c3)OCO4)cnn2-c2ccc(F)cc2F)CC1
(11) CC1=C(C(=O)N2CCOCC2)CC(CC(=O)NCCN2CCOCC2)C(=O)N1CCC1=CCCCC1 (stereo not given)
(12) O=C(O)C1(P(=O)(c2ccc(Cl)cc2)c2ccc(Cl)cc2)CC1

assay / compound,7,8,9,10,11,12
DRD3 antagonist,19,-21,u,x,36,-2
GLP-1R inv ag,10µM*,44%[activator],52%[activator],u,4%,-14%
GLP1R ag,2%,1%,4%,x,-5%,5%
TDP-43 yeast inh,16%,-7%,-18%,14%,6%,2%
D3 ag,-3,31*,-11,7,1,7
HEK293 tox,-27%,1%,20%,-5%,-5%,-10%
PTHR1 ag,-22%,2%[57.5 µM],15%,i,-22%,i
KB-V1 MDR tox,14%,-19%,27%,10%,63%,u
aSyn rescue,0%,0%,1%,x,-6%,4%

(13) Cc1ccc(-c2cc(C(=O)N/N=C/C=C/c3ccccc3)n[nH]2)s1
(14) Cc1cc(NC(=O)CSc2nnc(-c3ccoc3C)n2N)no1
(15) Cc1ccc(-n2ncc3c2CCCC3NC(=O)CCCN2CCCC2=O)cc1C (stereo not given)
(16) COc1ccc(NC(=S)Nc2cccc3cnccc23)cc1
(17) OC(c1ccccc1)c1nccc2ccccc12 (stereo not given)
(18) C[C@H]1CN([C@@H](C)CO)C(=O)c2cccc(NC(=O)c3nc4ccccc4s3)c2O[C@H]1CN(C)C(=O)Nc1ccc(F)cc1

assay / compound,13,14,15,16,17,18
DRD3 antagonist,12,19,-3,5,-25,-14
GLP-1R inv ag,u,3%,-3%,-10%,u,0%
GLP1R ag,-2%,-1%,-2%,-2%,6%,0%
TDP-43 yeast inh,0%,2%,13%,-21%,3%,3%
D3 ag,5,2,5,-1,-6,-21
HEK293 tox,-24%,2%,-6%,3%,8%,0%
PTHR1 ag,i,-36%[57.5 µM],i,-1%,-17%,i
KB-V1 MDR tox,0%,-12%,u,-29%,-6%,4%
aSyn rescue,-3%,-1%,2%,2%,2%,-3%

(19) CC(=O)CSc1ncnc2sc3c(c12)CCC(C)C3 (stereo not given)
(20) O=C(COc1ccc(S(=O)(=O)NCCc2ccccc2)cc1)N1CCCC1
(21) COc1cc(OC)cc(-c2nc3nc(C)c(CCC(=O)Nc4ccc(C)cc4C)c(C)n3n2)c1
(22) CCn1ccc2c(OCC(=O)Nc3ccccc3C(F)(F)F)cccc2c1=O
(23) NC(=O)c1ccc(NC(=O)c2ccccc2S(=O)(=O)c2ccccc2[N+](=O)[O-])cc1
(24) Cc1ccc(S(=O)(=O)N(C)c2ccc(C(=O)NCc3ccccn3)cc2)cc1

assay / compound,19,20,21,22,23,24
DRD3 antagonist,21,-7,x,x,-11,2
GLP-1R inv ag,47%[activator],12%,8%,3%,4%,-19%
GLP1R ag,u,-7%,0%,x,1%,5%
TDP-43 yeast inh,u,-25%,-11%,u,-22%,-10%[1.82 µM]
D3 ag,6,-12,-13,16,-3,19
HEK293 tox,-21%,5%,15%,-6%,-7%,-4%
PTHR1 ag,i,-19%,-17%,-13%,-1%,i
KB-V1 MDR tox,2%,-29%,-25%,u,0%,u
aSyn rescue,1%,-6%,x,x,-3%,0%

(25) CCOCCCNC(=O)N[C@@H](C)C(=O)OC
(26) O=C(Nc1ccccc1)P(=O)(O)c1ccccc1
(27) O=C(Nc1ccccc1C(F)(F)F)C1CCN(S(=O)(=O)c2ccccc2)CC1
(28) OCCCn1c(C(CO)Nc2nc(-c3ccc(Cl)cc3)cs2)nc2ccccc21 (stereo not given)
(29) CCOC(=O)C1=C(COC(=O)C(CC)c2ccccc2)NC(=O)NC1C (stereo not given)
(30) O=S(=O)(NCCCN1CCOCC1)c1ccc(Cl)s1

assay / compound,25,26,27,28,29,30
DRD3 antagonist,19,2,x,u,5,-22
GLP-1R inv ag,u,9%,-1%,u,4%,3%
GLP1R ag,-9%,0%,x,-3%,18%,-3%
TDP-43 yeast inh,-12%,-7%,28%,-7%,4%,u
D3 ag,1,1,3,-6,2,-14
HEK293 tox,-14%,1%,9%,1%,4%,-6%
PTHR1 ag,-12%[57.5 µM],-3%,-43%,-12%,-3%,-7%
KB-V1 MDR tox,-14%,-2%,0%,-5%,-8%,2%
aSyn rescue,6%,-10%,x,-2%,u,2%

(31) Cc1ccc(SC(C)C(=O)N2CCCC2)cc1 (stereo not given)
(32) COc1ccc(C2c3c(n(C)c4ccccc34)C(=O)N2CC(=O)Nc2ccc(Cl)cc2)cc1 (stereo not given)
(33) COc1ccc(C(O)(CCN2CCOCC2)c2ccccc2)cc1 (stereo not given)
(34) COc1ccccc1CC(=O)NCCCc1ccccc1
(35) Cc1cccc(NC(=O)Cc2noc3ccccc23)c1C
(36) c1ccc(Sc2ccncc2)cc1

assay / compound,31,32,33,34,35,36
DRD3 antagonist,-21,x,-5,2,14,-16
GLP-1R inv ag,5%,-3%,-4%,-15%,-1%,6%
GLP1R ag,4%,x,15%,3%,2%,1%
TDP-43 yeast inh,-15%,-6%,-6%,18%,19%,19%
D3 ag,3,-18,-2,-3,7,2
HEK293 tox,9%,7%,-8%,18%,3%,2%
PTHR1 ag,i,-10%,i,i,i,i
KB-V1 MDR tox,-20%,-6%,0%,-7%,u,10%
aSyn rescue,-2%,x,8%,8%,-1%,1%

(37) COc1ccc(OC)c(S(=O)(=O)N2CCN(c3ccccc3)CC2)c1
(38) CC1=NC2(CCCc3c2no[n+]3[O-])N(O)C1(C)C (stereo not given)
(39) CCCCN1C(=O)C2(OCCCO2)c2cccc(C)c21
(40) COc1cc(C(=O)Nc2ccc3c(c2)ncn3C)cc(OC)c1OC
(41) CCCC(C)c1nnc(NC(=O)COc2ccc3c(c2)OCO3)s1 (stereo not given)
(42) CCOc1ncccc1C(=O)Nc1cccc(C(=O)Nc2cccc(S(=O)(=O)CCO)c2)c1
(43) CC(=O)c1ccc(S(=O)(=O)N2CCN(C(=O)CN3C(=O)NC4(CCCC4)C3=O)CC2)cc1
(44) O=c1c2cc(-c3ccccc3)sc2nc2n1N=C(c1cccs1)CS2

assay / compound,37,38,39,40,41,42,43,44
DRD3 antagonist,4,9,2,-27,2,39,-25,10
GLP-1R inv ag,-17%,9%,u,u,u,-15%,-3%,11%
GLP1R ag,3%,-6%,0%,-2%,6%,27%,2%,1%
TDP-43 yeast inh,u,-13%,20µM*,-15%,-6%,24%,-19%,-17%
D3 ag,5,9,-2,-16,-22,6,-8,11
HEK293 tox,-4%,-1%,11%,-19%,-1%,u,-1%,3%
PTHR1 ag,-20%,i,i,-95%[inhibitor],-37%,-8%,i,-24%
KB-V1 MDR tox,-8%,2%,-17%,u,0%,-21%,0%,-14%
aSyn rescue,9%,-4%,6%,1%,-2%,7%,0%,-3%

# Reprinted, compounds 38–44
(38) CC1=NC2(CCCc3c2no[n+]3[O-])N(O)C1(C)C (stereo not given)
(39) CCCCN1C(=O)C2(OCCCO2)c2cccc(C)c21
(40) COc1cc(C(=O)Nc2ccc3c(c2)ncn3C)cc(OC)c1OC
(41) CCCC(C)c1nnc(NC(=O)COc2ccc3c(c2)OCO3)s1 (stereo not given)
(42) CCOc1ncccc1C(=O)Nc1cccc(C(=O)Nc2cccc(S(=O)(=O)CCO)c2)c1
(43) CC(=O)c1ccc(S(=O)(=O)N2CCN(C(=O)CN3C(=O)NC4(CCCC4)C3=O)CC2)cc1
(44) O=c1c2cc(-c3ccccc3)sc2nc2n1N=C(c1cccs1)CS2

assay / compound,38,39,40,41,42,43,44
DRD3 antagonist,9,2,-27,2,39,-25,10
GLP-1R inv ag,9%,u,u,u,-15%,-3%,11%
GLP1R ag,-6%,0%,-2%,6%,27%,2%,1%
TDP-43 yeast inh,-13%,20µM*,-15%,-6%,24%,-19%,-17%
D3 ag,9,-2,-16,-22,6,-8,11
HEK293 tox,-1%,11%,-19%,-1%,u,-1%,3%
PTHR1 ag,i,i,-95%[inhibitor],-37%,-8%,i,-24%
KB-V1 MDR tox,2%,-17%,u,0%,-21%,0%,-14%
aSyn rescue,-4%,6%,1%,-2%,7%,0%,-3%
